# Source: PubChem BioAssay
# BAZ2B block – blocks human BAZ2B; AlphaScreen BAZ2B-H3K14Ac peptide displacement; Potency, µM (top dose mostly 114 µM), for the others: at the top dose activity change, negative = inhibition, most hits filed as inhibitors; 360,000 tested, 4.4% active; AID 504333; further: potency means the concentration at half of the fitted maximal effect; on the % scale 0 is the no-effect control and ±100 the full control effect; nearly all actives have a fitted effect of over 60% in size
#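 BAZ2B 50 nM plus b-H3(5-23)K14Ac 50 nM, PBS pH 7.4/0.01% Tween-20, 30 min RT; compound added (max 110 uM), 30 min RT; streptavidin donor/Ni-chelate acceptor beads 10 ug/mL final, 20 min dark; AlphaScreen read.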
# PGK inhibitor – blocks T. brucei phosphoglycerate kinase | 380,000 tested, 0.043% active | Potency, µM (titrated, usually from 57.5 µM), for inactives: at the top dose activity change, negative = inhibition, usual class: inhibitors | PGK/GAPDH coupled, Kinase-Glo luminescence, 60 min | AID 602233; further: potency means the concentration at half of the fitted maximal effect; on the % scale 0 is the no-effect control and ±100 the full control effect; nearly all actives have a fitted effect of over 60% in size
#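 Luminescent ATP detection (Kinase-Glo Plus) follows a 60-minute room-temperature incubation, with wells lacking PGK as controls. Buffer: 100 mM TEA (pH 7.6), 5 mM MgCl2, 0.01% Tween-20. Coupling enzyme GAPDH (100 nM final) supplies unstable 1,3-BPG in-well.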
# PI4K2A block – inhibitors of human PI4K2A. Q9BTU6. purified PI4K2A, ADP-Glo luminescence, 1 h; hits give low values. activity change, negative = inhibition, % at 76.9 µM. 420,000 tested, 0.13% active. AID 1346378; in the data active means activity change below about -50%; inconclusive means mostly about -30% to -49%;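 further: -100% = wells without enzyme as full effect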
# Target sequence (Q9BTU6 whole entry, looked up): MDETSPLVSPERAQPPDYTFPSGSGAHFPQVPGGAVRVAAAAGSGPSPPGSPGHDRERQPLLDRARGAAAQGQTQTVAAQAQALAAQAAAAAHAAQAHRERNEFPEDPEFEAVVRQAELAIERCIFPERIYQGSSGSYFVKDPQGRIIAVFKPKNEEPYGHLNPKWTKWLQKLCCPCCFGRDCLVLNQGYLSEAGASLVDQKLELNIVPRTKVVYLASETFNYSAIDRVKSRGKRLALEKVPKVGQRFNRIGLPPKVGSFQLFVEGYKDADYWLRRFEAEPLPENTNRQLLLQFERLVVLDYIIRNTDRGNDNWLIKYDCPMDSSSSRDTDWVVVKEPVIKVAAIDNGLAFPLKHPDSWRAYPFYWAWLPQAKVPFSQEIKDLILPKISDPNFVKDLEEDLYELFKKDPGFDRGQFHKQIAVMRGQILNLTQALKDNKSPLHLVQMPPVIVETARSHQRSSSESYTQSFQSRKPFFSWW
#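 Compounds are screened against recombinant PI4K2A using PI as substrate and ATP, the latter dispensed at 300 microM. Reactions run one hour at ambient temperature before ADP-Glo detection; full inhibition defined by wells lacking enzyme.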
# Pin1 inh – human Pin1 inhibition. Q13526. Pin1 FP peptide displacement, HiFluor488, 10 min. Potency, µM (series often up to 115 µM), inactives show at the highest dose activity, negative = inhibition, most hits filed as inhibitors. 390,000 tested, 0.009% active. AID 504891; active means well fitted inhibition curve with a large enough effect in the polarisation, with a control signal flat, not every such curve was filed as active; inconclusive means small, poorly fitted or top-dose-only effect, or effect the other way, or a change in a side signal; inactive means no such curve, though single readings can be large or run the other way; the % refers to the polarisation; further: potency means the concentration at half of the fitted maximal effect; on the % scale 0 is the no-effect control and ±100 the full control effect
# Pol eta inh – DNA polymerase eta (human) inhibition | Q9Y253 | recombinant Pol eta, fluorescent DNA replication assay | Potency, µM (doses to about 114 µM), inactives show top-dose activity change, negative = inhibition, most hits filed as inhibitors | 390,000 tested, 1.2% active | AID 588591; further: potency means the concentration at half of the fitted maximal effect; on the % scale 0 is the no-effect control and ±100 the full control effect
#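 Fluorescent replication assay: 50 nM final substrate added after a 15 min room-temperature compound preincubation with 10 nM enzyme. Signal taken at 0 min and again at 10 min.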
# HP1b chromo inh – inhibitors of HP1-beta chromodomain binding to methylated histone tails. P83916. AlphaScreen HP1-beta / biotin-H3K9me3 peptide binding. Potency, µM (series often up to 114 µM), without a hit: at the top dose activity change, negative = inhibition, actives largely listed as inhibitors. 390,000 tested, 0.56% active; further: potency means the concentration at half of the fitted maximal effect; nearly all actives have a fitted effect of over 70% in size; inactives centre near 23
# Target sequence (P83916 whole entry, looked up): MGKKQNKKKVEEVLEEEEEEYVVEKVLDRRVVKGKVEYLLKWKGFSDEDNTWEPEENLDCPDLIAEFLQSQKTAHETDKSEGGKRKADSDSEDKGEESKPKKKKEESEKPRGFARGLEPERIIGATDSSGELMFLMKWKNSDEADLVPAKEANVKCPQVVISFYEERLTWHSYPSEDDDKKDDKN
#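 HP1-beta protein (50 nM final) preincubated 30 min at room temperature with biotinylated H3(1-18)K9me3 peptide (50 nM) in PBS pH 7.4, 0.01% Tween-20, then compound added for 30 min. AlphaScreen streptavidin donor/nickel chelate acceptor beads (10 ug/mL final), 30 min dark, luminescence read.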
# JMJD2A Tudor inh – JMJD2A Tudor domain (human) inhibition. O75164. AlphaScreen JMJD2A-Tudor / H3K4me3 peptide binding. Potency, µM (titrated, usually from 114 µM), for the others: top-dose activity change, negative = inhibition, hits mostly inhibitors. 390,000 tested, 4.4% active; further: potency means the concentration at half of the fitted maximal effect; on the % scale 0 is the no-effect control and ±100 the full control effect; nearly all actives have a fitted effect of over 50% in size
# G9a inh – blocks human histone lysine methyltransferase G9a; 350,000 tested, 8.8% active; G9a H3K9 monomethylation, AlphaScreen, 2 h; Potency, µM (series often up to 102 µM), for the others: at the highest dose activity, negative = inhibition, usual class: inhibitors; further: potency means the concentration at half of the fitted maximal effect; on the % scale 0 is the no-effect control and ±100 the full control effect; nearly all actives have a fitted effect of over 75% in size
# Target sequence (Q96KQ7 913-1193 limits assumed): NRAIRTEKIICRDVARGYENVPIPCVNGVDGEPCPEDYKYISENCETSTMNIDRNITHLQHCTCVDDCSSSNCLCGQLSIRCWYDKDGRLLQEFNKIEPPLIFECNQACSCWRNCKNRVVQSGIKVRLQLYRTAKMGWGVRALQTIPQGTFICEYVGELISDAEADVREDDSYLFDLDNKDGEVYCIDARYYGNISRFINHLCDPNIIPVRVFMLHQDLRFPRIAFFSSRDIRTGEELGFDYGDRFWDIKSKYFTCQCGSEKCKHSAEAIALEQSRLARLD
#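 AlphaScreen detection with an anti-monomethyl H3K9 antibody quantified product after a 2 h room-temperature reaction containing 500 nM biotinylated H3K9 peptide, 20 µM SAM and 20 nM enzyme, which had been preincubated 15 min with compound.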
# GLS inh – blocks human kidney-isoform glutaminase activity | O94925 | GLS enzymatic activity, qHTS titration | Potency, µM (titrated, usually from 45.5 µM), for inactives: top-dose activity change, negative = inhibition, actives largely listed as inhibitors | 410,000 tested, 0.21% active | AID 624170; further: potency means the concentration at half of the fitted maximal effect; on the % scale 0 is the no-effect control and ±100 the full control effect
#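 Human kidney-isoform GLS in 45 mM KH2PO4 pH 8.2, 0.02% Tween-20, with compound, started with 1mM L-Glutamine (added stock). Glutamate oxidase/HRP/Amplex red coupled fluorescence read at start and after 30 min at RT.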
# * = called active by the depositor; i = inactive; ? = inconclusive; . = not tested or not shown; & = joins results of further samples; ! = not confirmed by another sample; [ ] = remark or other dose. Unless noted, the call rests on the fitted dose curve; in most records, active means well fitted curve in the direction sought with a large enough effect; inconclusive means small, poorly fitted or top-dose-only effect, or another doubt; inactive means no such curve, though single readings can be large; an effect the other way counts as inactive or inconclusive. An excerpt; rates above refer to the full screens.
nr	structure	BAZ2B block	PGK inhibitor	PI4K2A block	Pin1 inh	Pol eta inh	HP1b chromo inh	JMJD2A Tudor inh	G9a inh	GLS inh
1	COc1ccc(NC(=O)CN(C)C(=O)C2CC(=O)N(CCc3ccc(OC)c(OC)c3)C2)cc1 (centres undefined)	.	-2%	2	-3%	-16%	34%	9%	.	-2%
2	CCOc1ccc(/C(O)=C2/C(=O)C(=O)N(CCCN3CCOCC3)C2c2ccc(C)cc2)cc1C (centres undefined)	1%	0%	2	1%	-4%	36%	-34%	?	-5%
3	CCOC(=O)N1CCC(NC(=O)c2ccc3c(c2)N(Cc2cc(C)ccc2C)C(=O)c2ccccc2S3=O)CC1 (centres undefined)	-15%	-5%	2	-1%	-10%	23%	-19%	-29%[59 µM]	-8%
4	O=C(Nc1cccc(Cl)c1)c1csc(-c2ccccc2)n1	143%[activator]	-4%	6	5%	-14%	137%	64%[activator]	78%[activator][59 µM]	-1%
5	O=C1C=C(c2ccccc2Oc2ccccc2)C[C@@H](c2ccc(F)cc2)C1	.	i	-7	.	-12%	.	.	.	-1%
6	COc1ccc(OC)c(Cc2nnc(CCC(=O)NC3CCCCCCC3)o2)c1	-13%	7%	3	-4%	3%	25%	-12%	16%	?
7	CC(CO)(CO)NC(=O)c1ccc(=O)[nH]n1	4%	-8%	-7	0%	-1%	21%	-5%	32%[59 µM]	-5%
8	CCn1cc([N+](=O)[O-])c(C(=O)N2N=C(c3ccc(OC)cc3OC)CC2c2ccccc2O)n1 (centres undefined)	-2%	i	4	-1%	-10%	?	?	45µM*	29%
9	Cc1cc(Nc2ccc(Cl)cc2)nc(-c2ccccc2O)n1	35%	.	-1	2%	-25%	71%[activator]	13%	6%	-8%
10	COC(=O)C1CCN(S(=O)(=O)Cc2ccccc2)CC1	-3%	-4%	10	-6%	3%	-3%	-4%	?	1%
11	COc1cccc(OCc2cc(C(=O)N(C)Cc3nc(C)cs3)no2)c1	-7%	4%	1	2%	-22%	34%	2%	?	4%
12	CC1(C)CC2(CCO1)C(Nc1ccccc1)=NC(=S)N2CC(N)=O (centres undefined)	2%	-8%	-2	0%	-15%	35%	-15%	18%	-3%
13	CCn1cc(CCC(=O)NC2CCCC2)c2ccccc21	4%	i	1	-9%	-11%	49%[activator]	-20%	15%	-7%
14	Cc1cccn2c(=O)c3cc(C(=O)NC4CCCCCC4)sc3nc12	-1%	0%	3	8%	13%	19%	-16%	-16%	9%
15	O=C(OCn1ncc(Cl)c(Cl)c1=O)c1ccccc1Cl	8%	-3%	6	4%	?	31%	-1%	67%[activator][59 µM]	-3%
16	COc1ccccc1C(=O)N/N=C(\C)CC(=O)Nc1ccc(Cl)cn1	-20%	-3%	-4	6%	-9%	32%	-10%	6%	1%
17	CC1CCCC(C)N1c1nnc(NC(=O)c2cc(-c3ccc(Br)cc3)on2)s1 (centres undefined)	4%	-3%	-2	17%	-14%	23%	-8%	7%	-1%
18	Cc1nnc2c(SC(C)C)nc3ccccc3n12	-11%	1%	-2	15%	-9%	26%	-4%	.	4%
19	CCn1cc(Cl)c(C(=O)Nc2ccccc2C(N)=O)n1	-4%	-2%	10	-2%	-3%	19%	-15%	11%	2%
20	COc1ccc(C)cc1NC(=O)C1CCCN(S(=O)(=O)c2cnc[nH]2)C1 (centres undefined)	-4%	-1%	-5	-6%	-20%	57%[activator]	-13%	-16%	1%
21	O=C(COC(=O)CCc1nc2ccccc2n1-c1ccccc1)Nc1cccc(Cl)c1	-9%	0%	1	74%[activator]	-22%	19%	3%	-4%[59 µM]	-6%
22	CCCOC(=O)c1ccc(NC(=O)C(CC)CC)cc1	0%	8%	2	0%	-16%	44%[activator]	0%	-2%[59 µM]	5%
23	COc1cc([N+](=O)[O-])ccc1N1C(=O)CC(Sc2nccc(C)n2)C1=O (centres undefined)	-18%	-2%	4	5%	-9%	57%[activator]	-1%	?	1%
24	CCC(Oc1ccc(F)cc1)C(=O)Nc1c(C(=O)c2ccc(C)cc2)oc2ccccc12 (centres undefined)	7%	-6%	-3	1%	-17%	91%[activator]	14%	16%[59 µM]	5%
25	Cc1oc(-c2ccc(F)cc2)cc1-c1nn2c(-c3ccoc3C)nnc2s1	35µM*	-16%	-23	?	7.9µM*	?	89µM*	?	-7%
26	CN1CCN(NC(=O)CN2C(=O)S/C(=C\c3c(Cl)cccc3Cl)C2=O)CC1	-21%	4%	6	0%	-5%	17%	-26%	?	?
27	CCN(CC)c1ccc(-c2nc(-c3ccccc3C)no2)cc1[N+](=O)[O-]	-8%	i	3	5%	-17%	46%[activator]	-2%	-49%[59 µM]	-11%
28	CCOC(=O)c1ccc(NC(=S)NCc2ccco2)cc1	-32%	-1%	-1	?	-6%	10%	-24%	15%[59 µM]	12%
29	CC(=O)Nc1ccc(C(=O)COC(=O)c2cccs2)c(F)c1	20%	-9%	0	6%	2%	23%	-11%	?	1%
30	COc1ccc2cc(C(c3nnnn3C3CCCC3)N3CCCCCC3)c3nnnn3c2c1 (centres undefined)	1%	-3%	3	?	-11%	36%	-11%	11%[59 µM]	-7%
31	CC(CCc1ccccc1)NC(=O)COC(=O)c1ccccc1Br (centres undefined)	14%	.	-3	1%	-23%	60%[activator]	22%	-11%[2.33 µM]	-1%
32	Cc1ccc(NC(=O)CN(C)C(=O)c2cc(-c3ccco3)nc3ccccc23)cc1	45µM*	?	-28	?	20µM*	50µM*	20µM*	32µM*	?
33	COc1cc(C(=O)NCCNc2nc3cc(C)ccc3cc2C#N)cc(OC)c1OC	6%	-9%	5	-1%	-13%	54%[activator]	8%	12%	-8%
34	O=C(CSc1n[nH]c(=O)[nH]c1=O)NC1CC1	-9%	-7%	-3	-1%	-4%	25%	-18%	-3%	-14%
35	Cc1ccsc1CN(C(=O)c1oc2ccc(Br)cc2c1C)C1CCS(=O)(=O)C1 (centres undefined)	-15%	.	-1	9%	.	41%[activator]	-15%	-4%[59 µM]	-3%
36	CCOc1cccc(CNc2ccc(O)cc2)c1OCc1ccccc1Cl	?	-12%&-3%	-53*!	?	?	?	45µM*	4.5µM*	-25%&27%
37	Cc1[nH]c2ccc(C(=O)NC3CCCC3)cc2c1C	?	1%	-4	2%	0%	5%	-18%	22%[2.33 µM]	-1%
38	CCC(=O)NC(c1ccco1)c1cc(Br)c2cccnc2c1O (centres undefined)	28µM*	.	-2	.	.	.	.	4%[12.7 µM]	-14%
39	CCN(C(=O)CCS(=O)(=O)c1ccc(Br)cc1)c1ccc2c(c1)OCO2	6%	2%	8	-5%	-17%	30%	1%	-16%[12.7 µM]	-1%
40	CC(C)C1Cc2c(sc3c2c(=O)n(-c2ccccc2)c2n[nH]c(=S)n32)CO1 (centres undefined)	-18%	-1%	-1	-4%	-15%	3%	20µM*	1.3µM*	-16%
41	N/C(=N\OC(=O)c1ccc(Cl)cc1)c1[nH]ncc1Br	3%	?	?	-7%	-6%	45%[activator]	-9%	.	2%
42	Cn1nc(C(F)(F)F)cc1-c1ccc(/C=C(\C#N)C(=O)c2cccc(C(F)(F)F)c2)s1	-13%	29%	-4	?	-9%	14%	-11%	-28%	8%
43	COC(=O)c1c(SCC(=O)Nc2cc(OC)cc(OC)c2)[nH]c2ccc(C)cc2c1=O	-15%	-8%	-1	35%[activator]	-21%	43%[activator]	-30%	-24%[59 µM]	-3%
44	COc1cc(C2N(c3ccccc3)CCN2c2ccccc2)ccc1OC(C)=O	?	-2%	7	7%	-20%	16%	-3%	-5%[59 µM]	9%
45	CC(=O)c1sc(NC(=O)CCNC(=O)c2ccco2)nc1-c1ccccc1	?	-2%	-2	0%	-1%	13%	-18%	8%[0.501 µM]	3%
46	COC(=O)c1c(N)sc2c1CCN(c1ncc(C(F)(F)F)cc1Cl)C2	-8%	-1%	7	9%	-22%	-22%	?	-5%[12.7 µM]	5%
47	Cc1oc(-c2ccccc2)cc1C(=O)Nc1ccc2ccccc2c1	-28%	3%	-1	1%	-19%	44%[activator]	4%	-48%[0.501 µM]	-12%
48	CC1Cc2cc(/C(O)=C3/C(=O)C(=O)N(CCCn4ccnc4)C3c3ccco3)ccc2O1 (centres undefined)	?	-7%	-1	-1%	?	-6%	32µM*	?	-12%
49	COc1ccc(NC(=O)c2ccco2)cn1	4%	i	2	?	-7%	27%	-3%	-13%	1%
50	NC(=O)CCC(NC(=O)OCc1ccccc1)C(=O)OCC(=O)c1ccccc1 (centres undefined)	.	-5%	-1	.	1%	.	.	.	0%
51	COCCN(CC(=O)Nc1cccc(S(=O)(=O)N2CCCC2)c1)Cc1nc2ccccc2c(=O)[nH]1	12%	i	5	1%	1%	15%	-22%	50µM*	3%
52	O=S(=O)(c1ccc2nc(N3CCN(c4ccccc4F)CC3)ccc2c1)N1CCCCC1	-16%	14%	-8&1	-4%&13%	-20%&-10%	17%[57 µM]	5%&-4%	18µM*	-5%&-1%
53	Cc1ccc(CNCc2ccccc2Cl)s1	4%	-9%	2	3%	8%	57%[activator]	21%	-15%[59 µM]	-2%
54	NS(=O)(=O)c1cccc(NC(=O)COC(=O)CCSc2ccccc2)c1	6%	0%	-1	1%	1%	16%	-7%	21%	-2%
55	O=C(COC(=O)CNC(=O)c1cccc([N+](=O)[O-])c1)Nc1ccccc1OC(F)F	1%	.	1	?	-15%	50%[activator]	-6%	8%[59 µM]	-2%

# Screen by screen, from the results shown:
# Entries 31 to 39 in HP1b chromo inh, in turn: 60%[activator], 50µM*, 54%[activator], 25%, 41%[activator], ?, 5%, ., 30%
